Compound activity: PubChem, Broad Institute
C2C12 statin: suppression of simvastatin myotoxicity. C2C12 myotubes + simvastatin, ATP luminescence, 48 h; scaled: DMSO 0, geranylgeraniol control 100. rescue of ATP level, % at 7.49 µM. 330,000 compounds, 0.78% hits. AID 602340;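 active = mean ATP rescue above about 67%, or every replicate alone reaching that limit, limit read from the data, passing the limit was not always enough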;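 also: myotubes were challenged with 10 µM simvastatin during compound exposure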
esBAF inh: blocks esBAF chromatin remodeling in mouse ES cells | Bmi1-luciferase knock-in reporter, 24 h; 100% = twice the neutral-well signal | reporter increase, % at 12.5 µM | 350,000 compounds, 2% hits; in the data active = activation above about 40%;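 also: 0% = median of the plate's neutral control wells and 100% = double that signal; a rise in the Bmi1 reporter signal indicates esBAF inhibition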
ERp5 block: ERp5 (human) disulfide isomerase inhibition; ERp5 insulin aggregation, absorbance 650 nm, 90 min; inhibition, % at 9.99 µM; 350,000 compounds, 0.05% hits; AID 651711;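 active = mean replicate inhibition above about 25%, with every replicate also reaching it, limit read from the data, passing the limit was not always enough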
Target sequence (Q15084 whole entry, looked up): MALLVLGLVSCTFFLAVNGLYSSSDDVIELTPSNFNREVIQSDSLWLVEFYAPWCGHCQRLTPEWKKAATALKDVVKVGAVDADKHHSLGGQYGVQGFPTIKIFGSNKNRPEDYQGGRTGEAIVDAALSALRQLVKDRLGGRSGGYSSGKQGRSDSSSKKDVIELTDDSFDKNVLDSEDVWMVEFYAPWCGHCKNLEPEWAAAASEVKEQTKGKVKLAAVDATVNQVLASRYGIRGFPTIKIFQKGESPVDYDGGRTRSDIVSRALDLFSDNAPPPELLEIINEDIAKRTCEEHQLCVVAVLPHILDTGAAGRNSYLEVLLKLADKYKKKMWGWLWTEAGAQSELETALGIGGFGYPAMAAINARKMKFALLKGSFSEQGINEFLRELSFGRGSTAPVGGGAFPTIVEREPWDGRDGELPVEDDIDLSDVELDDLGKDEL
SIRT5 inh: inhibitors of human sirtuin-5 desuccinylase; Purified SirT5, succinyl-peptide AMC, trypsin-coupled fluorescence; inhibition, % at 15 µM; 330,000 compounds, 1.1% hits; AID 652115; in the data active = inhibition above about 15%
Target sequence (Q9NXA8 whole entry, looked up): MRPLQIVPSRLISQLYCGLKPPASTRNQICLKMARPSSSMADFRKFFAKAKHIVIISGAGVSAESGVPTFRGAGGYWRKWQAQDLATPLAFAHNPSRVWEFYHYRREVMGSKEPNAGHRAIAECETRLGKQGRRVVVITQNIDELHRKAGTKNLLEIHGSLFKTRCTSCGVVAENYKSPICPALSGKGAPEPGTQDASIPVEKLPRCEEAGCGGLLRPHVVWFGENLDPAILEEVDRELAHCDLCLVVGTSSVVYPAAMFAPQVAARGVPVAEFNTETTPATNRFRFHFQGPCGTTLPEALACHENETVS
miR122 inh: blocks miR-122 activity in Huh7 sensor cells. activation (reporter increase), % at 12.5 µM. Huh7 miR-122 Renilla luciferase sensor, 48 h; neutral wells = 0, positive control = 100. 340,000 compounds, 0.3% hits. AID 602342;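 active = mean replicate activation score at least 90 and every replicate individually at or above 90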;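 also: higher luciferase means less miR-122 activity so hits act as miR-122 inhibitors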
Cneo AK release: Cryptococcus neoformans lysis via adenylate kinase release | C. neoformans lysis, adenylate kinase release luminescence, 4 h; normalised: neutral wells 0, clomiphene wells 100 | 360,000 compounds, 0.2% hits | lysis activity, % at 15 µM | AID 651654;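 active = mean lysis activity across replicates of at least 80%, whatever share of replicates individually reach that level; inactive = mean lysis activity below 80%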
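Schedule: static 4 h at 37 °C with compound, 1 h detection; system: C. neoformans cells; benchmarks: Clomiphene as positive control; buffer or medium: fresh YPD medium; measure: luminescence rise reflecting yeast cell lysis; measured by: luminescent adenylate kinase detection reagent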
ARNT TACC3 PPI: disrupts binding between human ARNT and TACC3. AlphaScreen His-ARNT PAS-B/GST-TACC3 binding, luminescence; TACC3 fragment carries E629A point mutation. inhibition, % at 9.99 µM. AID 623870. Q9Y6A5. 390,000 compounds, 0.66% hits;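 active = mean inhibition of replicates at least 50% and at least half of replicates each reaching 50%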;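 also: 0% = complete ARNT plus TACC3 wells and 100% = ARNT alone without TACC3; many hits fall short of the cut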
Active calls of the source: *; · = no result given; [ ] = another dose, or the depositor's remark. Rows are unselected. Share with any hit: about 4%.

The opening 6 compounds, to show the layout:
structure	Cneo AK release	C2C12 statin	miR122 inh	ERp5 block	ARNT TACC3 PPI	esBAF inh	SIRT5 inh
CCCc1cc(C(=O)O)c2ccccc2n1	1.0	-35.2	2.3	·	-5.0	-6.7	·
CCOC(=O)N1CCC(NC(=O)c2ccc3snnc3c2)CC1	-1.1	-2.0	2.1	5.2	-12.8	-1.3	0.6
Cc1ccc(C)c(NC(=S)N/N=C/C(C)c2ccccc2)c1 (stereo not drawn)	1.3	-2.8	2.1	1.1	-4.4	1.1	-0.9
CC(C)c1cccc(-c2csc(C(O)c3ccc(F)cc3)n2)c1 (stereo not drawn)	1.4	-13.6	1.7	2.4	·	13.1	-0.2
O=c1cc(-c2ccccc2)oc2ccc(O)cc12	-1.2	5.4	-9.4	-3.6	1.6	30.9	-2.6
Cc1cc(NC(=O)CCC(=O)N(CC(=O)NC2CCCC2)Cc2ccccc2Cl)no1	0.0	-1.0	-1.6	·	·	-4.4	·

The listing, previewed entries included:
structure	Cneo AK release	C2C12 statin	miR122 inh	ERp5 block	ARNT TACC3 PPI	esBAF inh	SIRT5 inh
CCCc1cc(C(=O)O)c2ccccc2n1	1.0	-35.2	2.3	·	-5.0	-6.7	·
CCOC(=O)N1CCC(NC(=O)c2ccc3snnc3c2)CC1	-1.1	-2.0	2.1	5.2	-12.8	-1.3	0.6
Cc1ccc(C)c(NC(=S)N/N=C/C(C)c2ccccc2)c1 (stereo not drawn)	1.3	-2.8	2.1	1.1	-4.4	1.1	-0.9
CC(C)c1cccc(-c2csc(C(O)c3ccc(F)cc3)n2)c1 (stereo not drawn)	1.4	-13.6	1.7	2.4	·	13.1	-0.2
O=c1cc(-c2ccccc2)oc2ccc(O)cc12	-1.2	5.4	-9.4	-3.6	1.6	30.9	-2.6
Cc1cc(NC(=O)CCC(=O)N(CC(=O)NC2CCCC2)Cc2ccccc2Cl)no1	0.0	-1.0	-1.6	·	·	-4.4	·
CC(C)CC#Cc1ccc2c(c1)O[C@H](CN(C)C(=O)Cc1ccccn1)[C@@H](C)CN([C@H](C)CO)S2(=O)=O	2.6	7.2	25.0[16.7 µM]	2.6	6.1	-0.8	-6.0
COc1ccc(C2CC(c3ccccc3)=NN2C(=O)COC(=O)CNC(=O)c2ccccc2)cc1 (stereo not drawn)	0.7	18.5	-8.5	1.0	-4.8	34.2	-2.6
Cc1nc2cc3nc(C(F)(F)F)[nH]c3cc2[nH]1	·	·	·	-0.5	-5.1	·	4.9
CC(C)C#Cc1ccc([C@H]2[C@H](CO)N3CCCCN(C(=O)Nc4ccccc4)C[C@@H]23)cc1	2.1	·	2.0[16.7 µM]	-2.2	7.2	·	6.4
C=CCc1cccc(/C=N/n2c(C)nnc2C)c1O	-1.5	-7.3	-3.0	·	·	-11.8	·
COc1ccc(-n2c(SCC(N)=O)nnc2-c2ccccc2F)cc1	0.6	6.5	-3.8	·	-4.3	-6.1	·
c1ccc2c(c1)CNc1ccccc1-2	·	-5.8	3.9	2.2	·	-7.1	-3.4
O=C(C[C@H]1C[C@H]2c3cc(NC(=O)C4CCC4)ccc3O[C@H]2[C@H](CO)O1)NCc1ccc2c(c1)OCO2	-3.6	2.8	3.7[16.7 µM]	6.4	-4.2	-1.9	-2.5
Cc1cc(Cl)ccc1OCC(=O)N(Cc1ccco1)C1CCS(=O)(=O)C1 (stereo not drawn)	-9.0	3.4	0.4	-3.2	-1.8	2.1	-7.1
CCN=C1S/C(=C\c2cn(CC(=O)NCc3ccco3)c3ccccc23)C(=O)N1CC	·	-4.7	-3.8	-12.2	-3.7	14.7	-2.9
C=CCn1c(SCC(=O)Nc2ccc(C(=O)O)cc2)nc2sc(C)c(C)c2c1=O	0.0	2.0	-4.5	2.1	-0.7	2.7	2.0
O=C(NCc1ccco1)c1ccc(CS(=O)Cc2ccc(Cl)cc2)o1 (stereo not drawn)	1.0	12.4	·	·	0.8	1.6	-1.7
CN(C)S(=O)(=O)c1ccc(C(=O)OCC(=O)Nc2sc3c(c2C#N)CCCCC3)cc1	·	·	·	-2.5	-7.4	·	-2.8
CC(C)NS(=O)(=O)c1ccc(OCC(N)=O)c(Cl)c1	4.2	·	0.8	·	-1.2	·	·
C[C@H]1CN([C@@H](C)CO)C(=O)Cc2cc(NC(=O)NC3CCCCC3)ccc2O[C@@H]1CN(C)S(=O)(=O)c1ccc(F)cc1	-1.6	28.0	-4.9[16.7 µM]	-0.7	-4.6	0.4	-6.3
CC(=O)N(C)C[C@H]1Oc2ncc(-c3cccc(C#N)c3)cc2C(=O)N([C@@H](C)CO)C[C@@H]1C	-6.7	1.3	6.4[16.7 µM]	-3.7	-9.1	-1.7	-1.4
CCCN1[C@@H]2c3ccc(-c4ccccc4)c(=O)n3C[C@H]1[C@H](CO)[C@H]2C(=O)NCCc1cn(C)cn1	-1.6	12.5	1.0[16.7 µM]	-7.0	0.0	-2.0	-4.0
S=c1[nH]nc(-c2ccccc2Br)n1Cc1ccccc1	-1.0	-0.7	3.5	3.2	-0.8	-3.0	-1.6
COc1ccc(S(=O)(=O)Nc2cccc3c2O[C@H](CN(C)Cc2ccc(-c4ccccc4)cc2)[C@H](C)CN([C@H](C)CO)C3=O)cc1	3.2	24.0	-7.2[16.7 µM]	-0.1	2.0	3.8	14.3
COc1ccc(C(=O)COC(=O)CCN2C(=O)C3CC=CCC3C2=O)c(OC)c1 (stereo not drawn)	·	·	·	1.8	-8.9	·	-4.2
C/C=C/n1ccnc1CC(O)(c1ccccc1)c1ccc(C)cc1 (stereo not drawn)	·	·	·	-0.3	3.3	·	-3.2
CCOc1ccc(NC(=O)CN(C)C(=O)c2ccccc2OCc2c(C)noc2C)cc1OCC	·	·	·	0.1	3.1	·	-3.9
COC(=O)c1ccccc1Nc1ccnc(Cl)n1	1.7	7.3	-0.8	8.4	-5.6	2.9	·
O=S(=O)(c1ccccc1)N1CCCCN2[C@H](C1)[C@H](c1ccc(-c3ccccc3F)cc1)[C@@H]2CO	-4.1	-16.9	2.1[16.7 µM]	3.6	1.9	6.0	2.0

Later entries:
structure	Cneo AK release	C2C12 statin	miR122 inh	ERp5 block	ARNT TACC3 PPI	esBAF inh	SIRT5 inh
CN(C)c1cccc(Oc2nc3c(c(=O)n(C)c(=O)n3C)n2C)c1	-0.9	1.3	4.0	-0.7	-1.4	2.7	0.8
O=C(COc1ccc(C(=O)Nc2ccc(Cl)cc2)cc1)NCc1ccccc1	0.1	·	-1.1	1.4	-2.0	·	2.0
CC1CCCC(C)N1/N=C/c1ccccc1F (stereo not drawn)	-0.9	-11.8	·	4.4	-6.0	-5.5	-0.9
O=C1CCC(=O)N1c1nc2n(n1)C(c1ccccc1)C=C(c1ccc(Br)cc1)N2 (stereo not drawn)	-1.8	2.6	2.7	·	32.3	-0.8	·
COc1ccc(OC)c(C=NNC(=O)c2ccc(NS(=O)(=O)c3cccs3)cc2)c1	3.1	-4.9	-2.3	0.6	·	-0.9	·
COCCNC(=S)N1CCC(C(=O)c2ccc(F)cc2)CC1	2.1	3.4	-3.3	-3.9	-1.2	-3.9	-0.4
COC(=O)C1=C(C(=O)OC)[C@@H]2N(C)c3ccc(OC)cc3[C@@]23C[C@@H](C(=O)OC)N(C(=O)c2cccs2)C3=N1	-0.6	-17.8	4.0	·	15.5	5.2	·
COc1ccc(NC(=O)COc2cccc3c2OC(C)(C)C3)cc1OC	0.7	4.7	4.7	-6.1	12.6	-34.6	0.6
COc1ccc(CNC(=O)O[C@H]2CN(C(=O)OC(C)C)N(C(=O)OC(C)C)[C@@H]3CN(S(=O)(=O)c4ccc(C)cc4)C[C@]23O)cc1OC	2.5	0.1	0.3	4.5	·	3.2	3.1
COc1ccc(N2CCN(C(=O)CCCCCn3c(=S)[nH]c4ccc(N5CCOCC5)cc4c3=O)CC2)cc1	-1.3	-35.3	2.0	-1.3	·	7.2	-7.6
C[C@@H]1CN([C@H](C)CO)S(=O)(=O)c2ccc(C#C[C@@H](C)O)cc2O[C@@H]1CN(C)C(=O)Nc1ccccc1	-1.1	41.9	15.0[16.7 µM]	3.7	0.9	2.6	-1.9
C[C@@H]1CN([C@H](C)CO)C(=O)c2cccc(NC(=O)Nc3ccc(C(F)(F)F)cc3)c2O[C@H]1CN(C)C(=O)NC1CCCCC1	-2.8	-16.6	-2.4[16.7 µM]	0.1	-5.3	0.7	2.9
O=C(NC1CCCCC1)[C@H](O)[C@@H](O)C(=O)NC1CCCCC1	0.5	·	3.5	·	-1.0	-2.5	·
C[C@H](CO)N1C[C@H](C)[C@@H](CN(C)Cc2ccc(Cl)c(Cl)c2)Oc2ccc(NS(=O)(=O)c3ccc(F)cc3)cc2CC1=O	·	111.6*	-8.1[16.7 µM]	·	·	11.1	·
O=C([C@H]1[C@H](CO)[C@H]2Cn3c(ccc(-c4ccccc4F)c3=O)[C@@H]1N2C(=O)C1CC1)N1CCOCC1	0.6	14.4	2.2[16.7 µM]	-0.9	-16.6	1.6	-17.3
CC/C(=N\NC(=O)Cc1ccc(Br)cc1)c1cccs1	-0.2	-11.7	·	1.4	0.7	-9.8	-1.3
CC(C)NC(=O)Nc1ccc2c(c1)C(=O)N([C@@H](C)CO)C[C@@H](C)[C@H](CN(C)S(=O)(=O)c1cccs1)OCCCC[C@H](C)O2	-4.1	·	5.7[16.7 µM]	-0.3	-1.9	-6.4	4.2
O=C(c1ccc(CNS(=O)(=O)c2ccc(Br)cc2)cc1)N1CCCCC1	·	·	·	-1.5	-5.6	·	-2.9
CN(C)CCNC(=O)Nc1ccc([N+](=O)[O-])cc1	-2.0	3.9	4.0	-11.5	1.5	-11.5	-0.4
CCN(CC(=O)Nc1ccc(NC(C)=O)cc1)C(=O)c1n[nH]c(=O)c2ccccc12	·	·	·	3.8	-0.7	·	0.6
COC(=O)c1sccc1NC(=O)c1c(F)c(F)c(F)c(F)c1F	1.9	·	-10.8	5.3	·	·	-3.7
NC(=O)c1c[nH]c2ccccc12	1.3	0.4	7.1	2.5	-6.5	8.7	·
Cc1ccc(OCCCC(=O)N(C)CC(=O)Nc2ccccc2Br)cc1	·	·	-3.8	5.0	-27.1	·	0.0
COC(=O)C[C@H]1C[C@@H]2c3cc(NS(=O)(=O)c4ccc(F)cc4)ccc3O[C@@H]2[C@@H](CO)O1	1.3	0.9	-5.9[16.7 µM]	1.1	0.3	3.4	3.0
O=C(c1cc2ccccc2o1)N1CCN(c2ccccn2)CC1	-2.4	-7.6	-0.2	-0.8	23.9	-5.0	-0.1
Fc1ccc(N2CCN(C(=S)NCC3CCCO3)CC2)cc1 (stereo not drawn)	·	·	·	-1.8	0.3	·	-1.4
